# HKDC1 inhibitor: HKDC1 (human) hexokinase inhibition | inhibition, % at 20 µM | recombinant HKDC1, G6PDH/diaphorase resazurin coupled fluorescence | actives 0.16% (n = 340,000) | AID 493160 | Q2TB90;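 active means inhibition above about 35% when tested at 20 µM, limit read from the data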;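 further: plate controls were DMSO wells with enzyme for no effect and DMSO wells lacking enzyme for full effect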
#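 Incubation: 90 min at room temperature in dark / Material: recombinant HKDC1 (HK5) hexokinase enzyme, produced in-house / Quantity: enzyme 5 µg/mL final / Compound: one dose of 20 µM, 1% DMSO / Reagent: glucose and ATP substrates / Buffer or medium: Tris pH 8.0 buffer with MgCl2, Tween-20, BSA, BME / Technique: resorufin fluorescence at 613 nm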
# MPTP inh: permeability transition pore inhibition; isolated mouse mitochondria, Ca2+ swelling absorbance, 30 min; inhibition, % at 10 µM; actives 1.4% (n = 360,000); AID 602449;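 active means inhibition of 50% or more, scaled per plate between neutral and stimulator controls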;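 further: 0% = DMSO wells given calcium and 100% = 1 mM EGTA wells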
# PfG6PD inh: PfG6PD (Plasmodium falciparum) enzyme inhibition; PfGluPho enzyme, NADPH resazurin-diaphorase fluorescence; inhibition, % at 20 µM; actives 0.78% (n = 350,000); AID 504690;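 active means inhibition reaching at least a set limit at 20 µM in the primary screen, cut at about 59% in these data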;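 further: 0% = DMSO wells with substrate and 100% = DMSO wells lacking glucose-6-phosphate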
# SENP7 inh: SENP7 protease inhibition; Q9BQF6; actives 1.5% (n = 330,000); recombinant SENP7, Z-RLRGG-aminoluciferin luminescence, 40 min; inhibition, % at 5 µM;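 active means inhibition above about 50% at the single test dose, limit read from the data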;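 further: plate controls were DMSO with enzyme for no effect and no enzyme buffer wells for full effect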
# Target sequence (Q9BQF6 706-1050 limits assumed): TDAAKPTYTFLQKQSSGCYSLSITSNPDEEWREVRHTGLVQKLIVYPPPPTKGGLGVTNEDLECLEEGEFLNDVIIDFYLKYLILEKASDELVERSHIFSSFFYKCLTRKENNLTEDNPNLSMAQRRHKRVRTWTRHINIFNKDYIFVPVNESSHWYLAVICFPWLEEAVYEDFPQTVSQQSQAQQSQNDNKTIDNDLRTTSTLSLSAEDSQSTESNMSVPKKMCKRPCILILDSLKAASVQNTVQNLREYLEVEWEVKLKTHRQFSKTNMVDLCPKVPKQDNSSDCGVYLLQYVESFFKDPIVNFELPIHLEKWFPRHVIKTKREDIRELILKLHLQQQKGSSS
# SENP6 inh: inhibitors of human SENP6 protease. Q9GZR1. Recombinant SENP6 catalytic domain, aminoluciferin luminescence. inhibition, % at 10 µM. actives 1.8% (n = 330,000). AID 2599;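 active means inhibition above about 50% at the single tested dose, limit read from the data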;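 further: plate controls were DMSO wells with enzyme for no effect and DMSO wells lacking enzyme for full effect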
# NR3A LBD binder: modulates the human NR3A ligand-binding domain; NR3A LBD differential scanning fluorimetry, Tm shift; 0% = protein alone, 100% = glycine-bound protein; Tm shift relative to glycine control, % at 25 µM; actives 2.5% (n = 340,000); AID 1259313;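 active means melting temperature shift of at least 10% of the positive control shift, at one fixed dose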
# SENP8 block: SENP8 (human) protease inhibition; AID 602440; actives 0.64% (n = 360,000); Q96LD8; inhibition, % at 20 µM; recombinant SENP8, Nedd8 substrate fluorescence; in the data active means inhibition mostly above about 40%, no sharp cut-off; inactive means mostly below about 27%
# Target sequence (Q96LD8 whole entry, looked up): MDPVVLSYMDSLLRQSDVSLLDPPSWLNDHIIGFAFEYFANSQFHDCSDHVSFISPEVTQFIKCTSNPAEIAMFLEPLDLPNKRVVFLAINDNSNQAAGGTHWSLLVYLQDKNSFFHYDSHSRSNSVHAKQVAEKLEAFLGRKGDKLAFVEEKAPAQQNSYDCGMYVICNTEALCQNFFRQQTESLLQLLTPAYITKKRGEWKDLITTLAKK
# ATG4B inhibitor: ATG4B (human) cysteine protease inhibition | inhibition, % at 8.33 µM | ATG4B cleavage of LC3-PLA2, NBD-HPC fluorescence, 1 h | actives 0.51% (n = 340,000) | Q9Y4P1 | AID 504462; in the data active means inhibition above about 40%
# Target sequence (Q9Y4P1 whole entry, looked up): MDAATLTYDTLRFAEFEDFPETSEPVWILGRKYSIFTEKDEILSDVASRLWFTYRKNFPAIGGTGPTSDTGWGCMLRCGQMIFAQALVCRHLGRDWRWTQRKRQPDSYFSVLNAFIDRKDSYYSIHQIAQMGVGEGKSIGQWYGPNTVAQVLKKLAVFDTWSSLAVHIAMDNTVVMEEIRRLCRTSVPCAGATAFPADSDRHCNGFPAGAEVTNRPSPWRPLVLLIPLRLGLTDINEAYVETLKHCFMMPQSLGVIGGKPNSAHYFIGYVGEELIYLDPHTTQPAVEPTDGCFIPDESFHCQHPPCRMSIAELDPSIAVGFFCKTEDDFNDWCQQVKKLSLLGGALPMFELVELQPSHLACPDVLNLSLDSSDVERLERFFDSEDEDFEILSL
# * = called active by the depositor; · = not tested or not shown.
SMILES,HKDC1 inhibitor,MPTP inh,PfG6PD inh,SENP7 inh,SENP6 inh,NR3A LBD binder,SENP8 block,ATG4B inhibitor
COc1ccc(OC)c(Nc2nc(NCc3ccco3)c3ccccc3n2)c1,3,7.3,32,1,-10,-6,-86,-10
CCc1nn(CCCC(=O)N2CCc3ccccc3C2)c(=O)c2cc3occc3n12,9,-0.4,-2,0,-11,0,5,0
O=C(O)c1nccnc1C(=O)NCc1csc2ccc(Cl)cc12,-3,1.5,-5,4,-21,3,16,-4
O=C(NCc1ccccc1)c1ccc(-c2ccccc2F)o1,-1,2.7,-2,22,-20,·,-2,2
NC(=O)c1ncn([C@@H]2O[C@H](CNCc3ccc(-c4cc(C(F)(F)F)ccc4Cl)o3)[C@@H](O)[C@H]2O)n1,-6,0.4,1,·,·,0,6,-4
CCc1nc2ccccc2c(C(=O)O)c1C,0,-2.8,9,4,15,0,17,-2
O=C(CN1CCN(Cc2ccccc2)CC1)NCC1COc2ccccc2O1 (stereo not drawn),-1,1.1,-5,0,-15,0,12,-6
COCCCNC(=O)C1CCCCN1S(=O)(=O)c1ccc(F)cc1 (stereo not drawn),-8,-1.0,-16,4,18,1,4,-3
NC(=Nc1ccccc1)NC(=O)c1nc(Cl)c(N)nc1N,-2,0.7,-5,0,9,-1,-384,11
CN1C(=O)/C(=C\c2ccncc2)SC1=Nc1ccccc1,-15,2.2,-6,5,-2,0,18,-3
Cc1coc2cc3oc(=O)c(CCC(=O)NCCN4CCOCC4)c(C)c3cc12,-3,0.8,6,-8,-8,0,-182,-25
COc1ccc(/C=N\NC(=O)c2cc(O)c(O)c(O)c2)cc1CN1CCN(c2ccc(F)cc2)CC1,4,5.2,39,·,·,0,10,-14

# 3 entries drawn at random from those above:
SMILES,HKDC1 inhibitor,MPTP inh,PfG6PD inh,SENP7 inh,SENP6 inh,NR3A LBD binder,SENP8 block,ATG4B inhibitor
COc1ccc(OC)c(Nc2nc(NCc3ccco3)c3ccccc3n2)c1,3,7.3,32,1,-10,-6,-86,-10
O=C(NCc1ccccc1)c1ccc(-c2ccccc2F)o1,-1,2.7,-2,22,-20,·,-2,2
O=C(O)c1nccnc1C(=O)NCc1csc2ccc(Cl)cc12,-3,1.5,-5,4,-21,3,16,-4

# Continued.
SMILES,HKDC1 inhibitor,MPTP inh,PfG6PD inh,SENP7 inh,SENP6 inh,NR3A LBD binder,SENP8 block,ATG4B inhibitor
O=C1NC2=C(C(=O)OC2)C(c2ccc(OC(F)(F)F)cc2)N1 (stereo not drawn),-3,1.4,-3,3,-9,-2,12,-1
O=C(c1cccc(Oc2c(Cl)cccc2[N+](=O)[O-])c1)N1CCOCC1,-9,-1.8,2,1,0,-1,-2,-4
Nc1ccccc1C(O)(Cc1ccccc1)c1ccccc1 (stereo not drawn),0,0.4,12,4,-1,-1,2,11
O=C1c2ccccc2C(=O)N1CCc1csc(-c2cccc(Cl)c2)n1,2,2.9,43,-9,2,-10,1,29
COC(=O)c1cc2sccc2n1Cc1ccc(C)cc1,6,2.2,-15,-4,-1,1,11,7
C=CCc1cc(Cl)ccc1OCCNCCN1CCOCC1,-7,47,10,-5,-1,1,8,-3
O=C(/C=N/O)NCC1CCNCC1,-7,2.0,2,14,18,0,11,-11
COc1ccccc1N1C(=O)c2ccc(C(=O)Nc3ccccc3O)cc2C1=O,3,0.3,0,20,20,3,33,-14
Cc1ccc(NC(=O)CSc2ncc3ccccn23)cc1C,-12,-0.6,-3,-8,-16,-1,-388,-3
CCCCC1=C([O-])C2N=CC=CC2=[N+](c2ccccn2)C1=O (stereo not drawn),-14,-0.7,4,-2,-4,-7,0,-7
CCn1c(SCC(=O)N2CCOCC2)nnc1-c1cccs1,-5,-3.3,-12,-5,-13,-8,21,0
CC(C)C[C@H](NC(=O)N1CCn2c1nc1ccccc12)C(=O)NCc1ccc2c(c1)OCO2,-1,-1.2,18,-1,5,-3,11,-4
Cc1ccc(NC(=S)NNC(=O)c2nn(C)cc2Cl)cc1,-4,0.3,3,3,-2,0,18,-6
Cc1ccc2cc(CN(CCN3CCOCC3)Cc3nnnn3Cc3ccco3)c(=O)[nH]c2c1C,-4,-6.4,6,·,·,-2,-83,1
O=c1c2ccccc2[nH]c2ccc(F)cc12,-4,-0.8,14,-6,-7,11*,-369,5
Cc1ccc(-n2nc3c(=O)n(CC(=O)NCc4ccccc4Cl)nc(C)c3c2C)cc1,4,-0.4,-2,1,-48,-3,7,9
CCCCCCCCCCCCCCCC[n+]1cccc2ccccc21,28,76*,12,7,-17,39*,-41,51*
CC1CCN(C(=O)c2ccc(-c3ccccc3Cl)o2)CC1,·,-0.3,·,42,72*,·,6,30
COC(CN1C(=O)C(=O)/C(=C(/O)c2ccccc2)C1c1ccccn1)OC (stereo not drawn),-10,1.9,14,0,-9,-2,10,4
COc1ccc(N(CC(=O)NCc2ccco2)S(=O)(=O)c2ccc(C)cc2)cc1,-2,-2.6,-5,4,-6,0,8,6
O=C(CSCSCC(=O)NCC1CCCO1)NCC1CCCO1 (stereo not drawn),2,-0.1,-3,3,-9,-8,10,5
O=[N+]([O-])c1cc(-c2cnc3ccccc3n2)ccc1Oc1ccc(F)cc1,-4,1.8,11,6,4,-9,7,1
COc1ccc(OC)c(NC(=O)CN(Cc2ccc(F)cc2)C2CCCCC2)c1,1,2.0,28,2,-8,2,7,5
Cc1cc(C(=O)N2CCCCCC2)cs1,-8,1.6,14,4,-18,2,11,-2

# Compounds from the list above that have a nitro group on carbon (two):
SMILES,HKDC1 inhibitor,MPTP inh,PfG6PD inh,SENP7 inh,SENP6 inh,NR3A LBD binder,SENP8 block,ATG4B inhibitor
O=C(c1cccc(Oc2c(Cl)cccc2[N+](=O)[O-])c1)N1CCOCC1,-9,-1.8,2,1,0,-1,-2,-4
O=[N+]([O-])c1cc(-c2cnc3ccccc3n2)ccc1Oc1ccc(F)cc1,-4,1.8,11,6,4,-9,7,1

# Next compounds:
SMILES,HKDC1 inhibitor,MPTP inh,PfG6PD inh,SENP7 inh,SENP6 inh,NR3A LBD binder,SENP8 block,ATG4B inhibitor
Fc1ccccc1-c1csc(=Nc2cccnc2)n1CCCn1ccnc1,0,3.1,16,-12,-17,-10,5,3
O=C(Nc1ccc(Cl)cc1)Nc1nnc(-c2ccncc2)s1,17,79*,-1,·,·,20*,-290,-3
O=C(Oc1cccc(OC(=O)N2CCCCC2)c1)N1CCCCC1,-10,0.8,2,-2,-5,-1,-1,7
Cc1cnc(C(=O)N2CCN(c3ccc(C(F)(F)F)cn3)CC2)cn1,-4,1.4,-1,-3,1,1,15,-4
O=C(NC(=S)Nc1ccccn1)c1cncc(Br)c1,-2,1.6,6,-4,-9,-2,-3,-8
COC(=O)CN1C(=O)[C@H]2[C@@H](c3ccc(C)o3)N3C(=O)CN(CCO)C(=O)[C@@]3(C)[C@H]2C1=O,2,-1.6,5,-1,6,3,-5,-4
CN1CCN(S(=O)(=O)c2ccc(Sc3nnc(-c4cccs4)n3-c3ccccc3)nc2)CC1,2,-0.5,2,3,-2,0,22,-15
COc1ccccc1OCCNC(=O)C1CC(=O)N(c2ccccc2OC)C1 (stereo not drawn),-2,-0.7,11,0,-5,2,13,-12
O=C(c1cc(-c2ccc(O)cc2)on1)N1CCN(c2ccc(F)cc2)CC1,3,-0.3,2,-12,-6,5,5,-5
CN(C)C/C=C/C(=O)Nc1cccc(-c2c[nH]c3ncnc(Oc4ccc(NC(=O)CC(=O)Nc5ccc(F)cc5)cc4F)c23)c1,4,-4.4,34,-4,-5,-4,12,-11
O=C(c1ccco1)N1CCN(CC2CC3C=CC2C3)CC1 (stereo not drawn),2,-0.9,13,7,-1,-3,13,9
COCCNC(=O)c1ccccc1NC(=O)CCSc1ccccc1,-9,-0.4,-6,1,-26,0,-38,1
CCC(=O)Oc1cccc(C(=O)Nc2ccc(-c3nnc(-c4ccco4)o3)cc2)c1,0,-4.3,-5,0,-12,9,-220,-3
CCCN(CCC)C1=CC(=[N+]2CCCC2)CC(C)(C)C1,-3,-0.1,0,-5,-10,2,11,1
O=C(Nc1nc2nccc(-c3ccccc3)n2n1)c1ccc(F)cc1,-6,1.1,0,5,-1,0,-171,3
Cc1nc(-c2ccc3c(c2)OCCO3)cs1,-2,0.8,35,13,-23,3,7,-8
CCC(C)n1c(SCC(=O)Nc2cc(C(C)(C)C)nn2-c2ccccc2)nc2ccccc2c1=O (stereo not drawn),-3,4.3,24,2,-1,-3,12,0
COc1cc(OC)cc(C(=O)NNC(=O)Cc2cccs2)c1,-2,-0.7,3,-1,2,2,-5,-4
CCN(CC)CCC(O)(c1ccc2c(c1)OCO2)c1cc(OC)c(OC)c(OC)c1 (stereo not drawn),-6,-2.0,-6,·,·,0,14,1
COC(=O)c1ccc([C@H]2CC(=O)O2)cc1,-5,0.2,-1,0,-2,-1,12,-4
COc1cc(=O)n(C)c2c(OCC3OC(C)(C)OC3(C)C)cccc12 (stereo not drawn),-2,-0.6,-8,-3,-19,1,10,-22
CCCOc1ccc(C(C)=O)cc1CSc1nc(O)cc(=O)[nH]1,1,3.0,-34,4,-40,-1,17,2
Cc1cc(OC(C)C(=O)NCC2CCC(C(=O)O)CC2)c2c(C)c(C)c(=O)oc2c1 (stereo not drawn),-8,0.2,4,-11,-3,0,-172,-16
Cc1cccc2cc3c(nc12)SC(=NCC1CCCO1)N(Cc1ccco1)C3 (stereo not drawn),8,-0.5,49,-8,-2,-3,-23,31
O=S(=O)(NC1=NCCC1)c1cccc(NS(=O)(=O)c2ccc(OC(F)(F)F)cc2)c1,-8,0.0,-32,0,17,10,10,3
CCOc1ccc(-c2c(C)n([O-])c3c([n+]2=O)CCCC3)cc1,2,-2.2,18,13,-10,-5,21,0
CCCCN(C(=O)c1ccco1)c1nnc(-c2cc(OC)c(OC)c(OC)c2)s1,-5,3.0,-1,0,-10,4,-78,-3
CSc1ncc(CNc2cc([N+](=O)[O-])ccc2C)c(N)n1,6,0.4,5,14,-12,-2,23,4
CCOC(=O)N1CCC(NC(=O)c2ccc3snnc3c2)CC1,5,-1.1,-17,-2,-8,7,8,-13
CCc1ccc(NC(=O)C(=O)NCC2CCCO2)cc1 (stereo not drawn),0,-0.5,-9,1,5,2,16,-3
CON(C)C(=O)CCN(Cc1ccccc1)C(=O)OC(C)(C)C,-4,0.1,-3,5,2,2,10,7
O=C(O)c1c2c(nc3ccc(F)cc13)CCC2,-13,-0.6,7,3,16,2,-1,-7
Cc1cc(C(=O)N2CCCc3ccccc32)ccc1[N+](=O)[O-],-4,-0.2,12,6,-28,3,3,6
c1ccc(COc2ccc(CNCc3cccs3)cc2)cc1,-3,96*,6,-6,2,-1,8,6
CCC(C)Sc1ccc([C@H]2N[C@@](C)(C(=O)OC)[C@H]3C(=O)N(C)C(=O)[C@@H]23)cc1 (stereo partly drawn),-5,-1.7,7,7,-3,-1,13,-4
C=CCn1c(Oc2ccccc2)nc2c1c(=O)n(C)c(=O)n2C,-17,0.2,5,-4,0,0,6,-10
COc1ccc(-c2nonc2NC(=O)c2ccco2)cc1OC,1,-0.9,-7,-5,6,1,-2,-1
CC(=O)Nc1ccc(OCC(O)CN2C(C)CCCC2C)cc1 (stereo not drawn),-10,0.2,-5,2,-2,-3,23,-1
COc1cccc(N2[C@@H](CC(=O)O)c3ccccc3S2(=O)=O)c1,-1,-0.5,-4,7,-19,-1,13,-1
O=C(CCC(=O)c1cccs1)Nc1nc2ccccc2s1,2,0.8,13,2,-6,-2,-54,-9
CS(=O)Cc1cc(Sc2ccccc2)nc(-c2ccncc2)n1 (stereo not drawn),12,-1.0,-2,4,-32,-4,-1,-8
O=C(COc1ccc(F)cc1)N1CCc2ccccc2C1,-3,-1.1,4,-7,9,-1,5,3
CC(NC(=O)COC(=O)C1CC1C)c1ccccc1 (stereo not drawn),1,1.0,-2,5,-4,0,10,4
CC(=O)N(C)c1ccc(N=Nc2ccc3ncccc3c2)cc1,3,-1.3,-3,·,·,-2,34,1
COCCCn1c(Cc2ccccc2)nnc1SCC(=O)N1CCCCC1,5,0.8,-6,2,-1,-6,9,8
